Screening results deposited in PubChem BioAssay by several laboratories.
S1P1 ag-PAM: activates or potentiates agonism at human S1P1 receptor; S1P1 CRE-bla cells, forskolin, beta-lactamase FRET, potentiator mode; S1P1 agonist co-added at EC20, 2 nM; 100% = saturating reference agonist, 0% = basal; P21453; 0.57% of 56,000 active; activation, % at 9.5 µM;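 active = activation above a cutoff set at the mean activation of all tested compounds plus 3 SD, cut at about 54% in these data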;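 also: forskolin at 4 µM as EC80 and the EC20 agonist is SEW2871; 100% = SEW2871 at its EC100 plus forskolin at EC80; some compounds past the cut are filed as inactive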
MMP13 inh: MMP13 (human) collagenase inhibition | P45452 | 0.07% of 65,000 active | AID 570 | MMP-13 fTHP FRET cleavage, Mca fluorescence | inhibition, % at 4 µM;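 active = inhibition above the mean of compound-free control plate wells plus 3 SD, cut at about 14% in these data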;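 also: 0% = DMSO wells and 100% = wells with reference MMP-13 inhibitor after basal subtraction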
Fluor 339 460: intrinsic fluorescence of library compounds, ex339/em460 – biochemical, MLSMR library, data from DPM-DC assay, artefact control, profiling panel | compound autofluorescence, ex339/em460 nm, NADH buffer; active compounds read high; 1 = no-compound wells, NADH background | fluorescence fold increase at 10 µM | 5.5% of 65,000 active | AID 709;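 active = at 10 µM, mean starting fluorescence two-fold or more over control wells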;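 also: signal is the first read of a kinetic run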
5HT1a antag: antagonists of human 5-HT1a serotonin receptor | P08908 | CHO 5-HT1a Ga15 NFAT-bla reporter, antagonist mode | inhibition, % at 10 µM | 0.68% of 62,000 active;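 active = inhibition above the mean of all tested compounds plus 3 SD, cut at about 43% in these data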;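 also: receptor stimulated by 5-CT agonist at 100 nM near EC80; beta-lactamase reporter measured by ratiometric fluorescence of a cleavable substrate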
Target sequence (P08908 whole entry, looked up): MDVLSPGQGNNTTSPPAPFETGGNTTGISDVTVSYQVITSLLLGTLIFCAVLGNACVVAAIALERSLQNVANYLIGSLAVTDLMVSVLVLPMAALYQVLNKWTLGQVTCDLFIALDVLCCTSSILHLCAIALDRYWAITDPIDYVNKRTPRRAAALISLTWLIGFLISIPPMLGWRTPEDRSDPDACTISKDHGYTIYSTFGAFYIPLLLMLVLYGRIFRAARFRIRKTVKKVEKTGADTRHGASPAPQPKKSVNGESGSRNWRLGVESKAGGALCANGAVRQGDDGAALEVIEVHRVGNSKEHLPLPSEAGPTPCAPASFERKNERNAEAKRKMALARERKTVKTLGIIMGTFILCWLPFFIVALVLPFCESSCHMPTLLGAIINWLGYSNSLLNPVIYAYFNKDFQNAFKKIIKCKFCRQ
S1P3 agonist: S1P3 (human) receptor agonism; Q99500; S1P3 NFAT-BLA reporter cells, FRET ratio; relative to 1 µM S1P, basal subtracted; activation, % at 4.5 µM; 0.1% of 60,000 active;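 active = activation above the screen-wide mean plus 3 SD, cut at about 4.5% in these data, passing the limit was not always enough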; also: some compounds called inactive have numbers as strong as hits
Target sequence (Q99500 whole entry, looked up): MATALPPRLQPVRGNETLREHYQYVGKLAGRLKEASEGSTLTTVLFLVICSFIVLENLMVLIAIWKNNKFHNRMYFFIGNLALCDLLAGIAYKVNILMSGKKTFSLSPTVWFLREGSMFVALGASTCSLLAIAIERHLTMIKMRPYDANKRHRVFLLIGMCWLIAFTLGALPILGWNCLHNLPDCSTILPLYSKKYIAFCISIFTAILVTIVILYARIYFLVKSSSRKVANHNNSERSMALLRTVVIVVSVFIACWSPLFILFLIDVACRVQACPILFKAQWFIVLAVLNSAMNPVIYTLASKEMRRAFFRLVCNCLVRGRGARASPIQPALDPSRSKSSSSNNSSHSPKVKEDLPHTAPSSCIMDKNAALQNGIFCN
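Measure – % activation relative to 1 µM S1P (100%), per plate · System – stable CHO line with human S1P3, Gα16, NFAT-BLA reporter · Timing – cells plated overnight, compound 4 h 37 °C, substrate 2 h RT · Technique – fluorescent BLA substrate, ex 405 nm, em 460/535 nm ratio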
HER2 expr 66K: Her2 kinase expression inhibition. SKBR-3 HER2 protein level, AlphaScreen, 18-24 h; active compounds read low. HER2 level % of control, % at 10 µM. 0.69% of 65,000 active. AID 645;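 active = HER2 level under 5% of the carrier-only control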;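 also: 100% = DMSO carrier and 0% = 500 nM PU-H71 HSP90 inhibitor; lower value means stronger loss of Her2 protein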
HTR1E agonist: agonists of human 5-HT1E serotonin receptor. CHO 5-HT1E Ga15 NFAT-bla reporter, FRET; 0% DMSO wells, 100% control agonist wells. activation, % at 6 µM. 0.69% of 65,000 active;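 active = activation above a set limit, the screen-wide mean activation plus 3 SD, cut at about 8.5% in these data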;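 also: 100% = positive control agonist at 1 µM giving full maximal response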
HTR1E antagonist: 5-HT1E (human) receptor antagonism | P28566 | CHO 5-HT1E Ga15 NFAT-bla reporter, FRET, antagonist | inhibition, % at 6 µM | 0.99% of 65,000 active | AID 571;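 active = inhibition above a set limit, the mean inhibition across every tested compound plus 3 SD, cut at about 29% in these data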;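 also: signal is the 460 over 535 nm emission ratio of beta-lactamase substrate; 0% = agonist plus DMSO wells and 100% = wells without agonist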
A340 absorber: compound absorbs light at 340 nm; 65,000 tested, under 10 active; fold change at 10 µM; compound absorbance at 340 nm, fold over control; AID 708;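 active = at 10 µM dose, initial 340 nm absorbance at least 2 fold that of control wells; inactive = change under 2 fold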;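 also: initial absorbance extrapolated from kinetic A340 decline of NADH oxidation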
* hit, by the source's call; . = not tested or not shown.

Compound	S1P1 ag-PAM	MMP13 inh	Fluor 339 460	5HT1a antag	S1P3 agonist	HER2 expr 66K	HTR1E agonist	HTR1E antagonist	A340 absorber
CNC(=O)N(C1=NCC(C)S1)c1ccc(F)cc1F (configuration not stated)	.	7.1	1.07	16.4	-0.6	110.1	-0.1	1.7	0.98
CCOC(=O)c1nnn(-c2nonc2-n2cccc2)c1C	.	6.3	1.14	-9.1	-1.0	85.3	0.6	-1.5	1.05
COc1ccc2c(c1)c(C(=O)CNc1nc(C)cs1)c(C)n2C	-16.1	-18.5	1.2	19.6	-1.0	87.6	0.7	14.0	1.07
Cn1cnnc1SCNC(=O)C(F)(F)F	6.3	4.2	1.08	5.6	-1.6	87.9	-0.6	-11.4	1.03
O=C(CCN1C(=O)COc2ccccc21)NCc1cccnc1	-5.7	1.3	1.05	-13.3	-0.2	105.3	-0.7	-6.1	1.02
Cc1cccc(-n2c(SCC(N)=O)nnc2-c2ccccn2)c1C	-0.2	0.3	1.05	-11.4	-0.6	92.0	-0.2	-5.7	1.01
COc1ccccc1CNC(=O)CCCNS(=O)(=O)c1cccc2nsnc12	4.9	-5.4	1.05	2.1	1.2	78.2	-0.6	-7.3	1.01
CCOC(=O)C1=C(C)N=c2s/c(=C/c3ccco3)c(=O)n2C1c1cccc(OC)c1 (configuration not stated)	-6.6	0.5	1.11	12.2	-2.2	91.7	-0.2	-2.4	1.06
Cc1ccc(S(=O)(=O)N2CCC(C(=O)N[C@@H](C)C(=O)NCCc3ccccc3)CC2)cc1	9.3	-2.8	1.11	2.2	-1.2	-21.9*	0.8	-3.4	1
CCCn1c(N2CCN(CC(=O)c3c(C)n(C)c4ccccc34)CC2)nc2c1c(=O)[nH]c(=O)n2C	-10.0	2.1	1.15	0.3	-0.8	101.3	0.1	17.3	1.04
CCOC(=O)c1cccc(NC(=O)C(NS(=O)(=O)c2ccc3c(c2)CCN3C(C)=O)C(C)C)c1 (configuration not stated)	-4.9	0.8	1.13	-5.1	-0.6	81.2	0.9	-5.3	0.99
CCSc1nnc2c(n1)OC(c1ccc(C(=O)O)cc1)N(C(C)=O)c1ccccc1-2 (configuration not stated)	-2.0	-12.1	1.08	-2.3	0.5	107.9	0.6	-5.1	1.09
CCOc1ccc(C2CC(c3cccc(OC)c3OC)n3nnnc3N2)cc1Cl (configuration not stated)	133.2	1.9	1.14	-3.5	-0.8	98.0	0.9	-8.2	1.02
COc1cc2cc(C)c3nnc(SCC(N)=O)n3c2cc1OC	-13.5	-3.5	1.2	-22.3	0.2	95.6	-0.2	-4.0	1.09
CC1(C)CC(=O)C(C=NCCN2CCN(C(=O)NC34CC5CC(CC(C5)C3)C4)CC2)=C(O)C1	.	-0.4	1.06	-9.4	.	86.3	0.7	7.6	1.01
Cc1ccc2cccc(O)c2[n+]1[O-]	3.8	-7.6	1.02	1.4	-0.5	88.2	-0.5	2.1	1.04
Cc1cc(C)n(CC(=O)NC2CCCCC2)n1	0.5	-1.4	1.23	-4.4	-0.1	120.3	-0.6	-3.5	1
c1ccc(Cc2nnc3sc(-c4ccco4)nn23)cc1	-18.0	-6.1	1.08	-6.8	-0.8	.	0.3	6.8	1.03
Clc1ccc(Oc2nc(N3CCOCC3)nc(N3CCOCC3)n2)c(C2CCCCC2)c1	-2.9	2.3	1.04	-9.4	-0.9	100.2	-0.4	1.6	1.03
Cc1ccc(-c2nc(CS(=O)CC(=O)NC3CCC(C)CC3)c(C)o2)cc1 (configuration not stated)	-2.8	-11.5	1.11	-3.9	-1.3	53.7	-1.0	-6.8	1.04
CCOC(=O)C1CCCN(Cc2nc(N)nc(Nc3ccc(OC)cc3)n2)C1 (configuration not stated)	4.2	-4.8	1.09	0.9	-0.5	113.4	-0.2	-0.2	1.02
Nc1ncnc2c1ncn2CCOc1ccccc1	-4.4	-3.9	1.1	3.9	0.3	99.4	-0.2	-0.1	1.03
Cn1c(=O)c(=O)n(C)c2cc(S(=O)(=O)CCC(=O)N3CCOCC3)ccc21	-6.6	2.0	1.09	2.7	-0.6	82.9	0.4	12.1	1.02
O=C1OC(N2CCN(C(=O)C3CCCO3)CC2)c2ccccc21 (configuration not stated)	-17.2	1.7	1.09	-0.5	-0.4	64.8	0.3	5.7	1.04
CCc1ccc2c(CN3CCc4ccccc43)cc(=O)oc2c1	.	-3.1	1.08	12.8	.	59.6	0.3	-0.4	1.01
COC(=O)c1sccc1NC(=O)CSc1nnnn1-c1ccccc1F	.	0.4	1.1	-8.7	0.2	87.4	0.3	5.0	1.04
Cc1nnc(NC(=O)C2C3C=CC(O3)C2C(=O)O)s1 (configuration not stated)	.	3.8	1.01	-1.7	.	86.0	-1.1	3.1	1.03
O=C(CSc1nnc(-c2ccccc2)o1)N1CCN(c2ccccc2)CC1	-15.8	-0.6	1.03	-4.0	-0.4	57.6	0.2	2.2	0.98
O=C(Nc1ccccc1C(=O)NCc1ccccc1)c1ccco1	.	-0.3	1.22	-2.6	-0.9	77.8	-0.1	-8.5	1.05
O=S(=O)(c1ccc(Cl)s1)N1CCN(c2ncccn2)CC1	.	-1.6	1.15	-2.1	-0.6	85.2	0.4	13.7	1.06
Cc1nn(CC(=O)NC(C)c2ccccc2)c(=O)c2ccccc12 (configuration not stated)	-18.4	3.5	1.12	4.2	-1.0	102.3	-0.3	9.5	0.99
COc1ccc(-c2ccc(C(=S)N3CCN(C(C)=O)CC3)o2)cc1	-23.3	-12.5	1.07	-0.2	0.1	79.5	0.1	0.5	1.1
COc1ccc2[nH]c(=O)c(CNC3CCCCC3)cc2c1	4.5	-43.2	2.69*	-3.1	-0.8	86.9	-0.8	5.2	1
COc1ccc(-c2csc(C3=C(O)CN(Cc4ccc(S(N)(=O)=O)cc4)C3=N)n2)cc1OC	.	2.9	1.11	10.3	.	50.1	-0.1	10.5	1.07
COc1ccc(C(=O)Nc2ccc(S(=O)(=O)N3CCCCC3)cc2)cc1OC	.	6.3	1.12	1.4	-0.3	120.7	0.1	8.7	1.06
CN1CCOc2cc(S(=O)(=O)Nc3ccc(F)cc3)ccc21	20.5	-5.1	1.07	0.0	0.8	87.2	0.2	-6.2	1
O=C(NCC1CC1)C1CCCN(S(=O)(=O)c2ccc(-n3cnnn3)cc2)C1 (configuration not stated)	10.6	-5.0	1.1	-4.8	0.2	161.1	-1.3	-4.2	0.97
Cc1cc(C)c(C#N)c(Oc2ccc(O)cc2)n1	-12.4	2.0	1.05	-4.5	0.1	66.1	-0.2	1.4	1.04
O=c1[nH]c2cc(Cl)cc(Cl)c2[nH]c1=O	-13.9	-7.6	2.5*	0.7	-0.5	88.7	-0.3	-3.0	1.04
O=C(NCCc1ccccc1)C1CC(c2ccccc2O)=NO1 (configuration not stated)	.	-3.9	1.09	-10.0	0.3	93.1	0.1	-9.2	1.03
CCCOc1ccccc1C1CC(=O)Nc2cc3c(cc21)OCCO3 (configuration not stated)	-17.7	3.6	1.03	75.0*	-1.3	41.6	-0.2	71.0*	0.97
COc1ccccc1NC(=O)c1ccccc1SC	-0.7	-0.8	1.04	8.3	32.3	83.8	0.6	4.1	1.04
Clc1ccc(OCCn2ccnc2)c(Cl)c1	-5.6	0.8	1.1	-5.3	-0.9	98.5	0.9	-9.4	1.07
CCOc1ccc2nc(NC(=O)c3cnccn3)sc2c1	-1.1	-7.9	1.06	-0.7	-0.8	83.1	-0.7	-4.6	1.06
Cc1cc(C)c(C#N)c(=N)o1	.	-14.9	1.37	13.0	.	49.6	-0.3	5.7	1.1
CN(CCNC(=O)Cn1c(=O)sc2ccccc21)Cc1ccccc1	-0.7	2.3	1.05	-0.7	-1.0	92.6	1.4	0.6	1.04
Cc1cc(N2CCN(c3ccccc3)CC2)nc(-c2ccccc2)n1	1.6	4.1	1.12	9.5	0.1	102.6	0.2	-5.2	0.99
CCOC(=O)c1cccc(S(=O)(=O)N(CCO)Cc2cc3cc(OC)c(OC)cc3[nH]c2=O)c1	2.5	-0.7	1.29	3.8	-0.8	93.3	-0.5	3.8	1.04
O=C(c1ccco1)n1nc(-c2ccccc2)nc1NCc1ccco1	6.7	-0.4	1.1	12.3	-0.6	.	0.1	9.6	1.04
O=C(Nc1nccs1)NC1CCCCC1	-3.9	-5.0	1.08	2.9	-0.6	86.2	-0.3	-7.7	0.98
O=c1c(-c2ccc3c(c2)OCCO3)coc2c(CN3CCOCC3)c(O)ccc12	-8.8	-25.0	3.79*	-0.2	-0.8	73.8	0.3	4.0	1.08
CC(C)=CCc1c(C)nc2ccccc2c1C(=O)O	-9.5	-2.4	1.04	3.0	0.9	114.5	-0.3	-6.9	1
CCC(CC)C(=O)NCCc1cc2ccc(C)cc2[nH]c1=O	7.4	-2.6	1.15	-10.5	-0.7	126.8	0.9	-4.1	1.03
COc1ccc(-n2c(SC)nc(O)cc2=O)cc1	-21.5	1.4	1.1	0.5	-1.2	122.0	0.0	-2.4	1.03
COc1cc(NS(=O)(=O)c2ccc(NC(=O)CSC3=NCCS3)cc2)nc(OC)n1	-12.5	10.7	1.08	-1.1	0.4	119.0	-0.9	-9.3	0.99
CNC(=O)Cn1c(=O)n(C)c2ccccc21	-5.2	-9.3	1.09	-4.0	0.3	111.5	0.0	1.8	1.02
Cn1c(SCC(=O)N2CCc3ccccc32)nnc1C1CC1	-8.8	3.4	1.14	14.1	-1.3	89.9	1.5	1.3	1.03
CN(Cc1cc2ccccc2[nH]c1=O)S(C)(=O)=O	-1.6	-5.6	1.29	4.8	-1.0	80.8	1.3	-0.7	1.02
Cc1nnc(SCC(=O)N2CCCCC2)s1	12.0	3.3	1.08	-2.0	0.6	101.8	-0.4	2.5	1.04
Cc1cc(C)cc(-n2nnc(C(=O)NCc3ccco3)c2N)c1	-18.6	1.9	1.06	-7.0	-0.2	116.9	-1.8	4.3	0.99

(more compounds)
Compound	S1P1 ag-PAM	MMP13 inh	Fluor 339 460	5HT1a antag	S1P3 agonist	HER2 expr 66K	HTR1E agonist	HTR1E antagonist	A340 absorber
CCN(CC)CCNC(=O)c1cn(C)c2ccc(S(=O)(=O)N(C)C3CCCCC3)cc2c1=O	-13.3	0.9	1.07	1.9	0.0	93.0	0.2	-3.9	1.11
CCC(Sc1ccc2nnc(-c3ccc(F)cc3)n2n1)C(=O)OC (configuration not stated)	2.9	-13.7	1.64	12.6	0.5	74.3	-0.4	18.0	0.99
COCCNC(=O)COC(=O)c1nsc(Cl)c1Cl	-16.1	-3.4	1.06	9.0	-0.7	83.3	-0.5	-4.5	1.04
O=C(COc1ccccc1)N1CCN(S(=O)(=O)Cc2ccccc2)CC1	1.5	-5.6	1.08	-6.0	-0.9	107.2	-0.6	3.1	1.04
COC(=O)C1C(=O)c2c([nH]c(C(=O)OCCSC)c2C)CC1C (configuration not stated)	5.0	-1.3	1.1	-0.2	0.3	99.8	0.3	-15.8	1.03
